N370S GC mod = qHTS Assay for Inhibitors and Activators of N370S glucocerebrosidase as a Potential Chaperone Treatment of Gaucher Disease. 330,000 compounds, 0.092% hits. Lysosomal acid glucosylceramidase (Homo sapiens), P04062. N370S GC spleen homogenate, 4MU-glucoside fluorescence. AID 2101, 2009. Potency, µM (titrated, usually from 59.4 µM), for the others: at the top dose activity change, negative = inhibition, most hits filed as inhibitors;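 also: 0% = full enzyme activity and -100% = no enzyme basal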
DT40 TDP1 no CPT = qHTS for Inhibitors of human tyrosyl-DNA phosphodiesterase 1 (TDP1): qHTS in cells in absence of CPT; 420,000 compounds, 15% hits; DT40 Tdp1-/- hTDP1 cells, no CPT, ATP luminescence, 48 h; Potency, µM (highest dose often 46.2 µM), for the others: at the top dose activity change, negative = growth inhibition, most hits filed as inhibitors; also: nearly all actives have a fitted effect of over 55% in size
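DT40 Tdp1-/-;hTDP1 cells, no CPT (DMSO vehicle only), 400 cells/well; compounds pin-transferred; ≥48 hr, 37 °C; CellTiter-Glo 30 min RT dark, luminescence read.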
TDP1 inh = qHTS Assay for Inhibitors of Tyrosyl-DNA Phosphodiesterase (TDP1). Potency, µM (top dose mostly 130 µM), without a hit: at the top dose activity change, negative = inhibition, actives largely listed as inhibitors. recombinant TDP1, AlphaScreen DNA substrate cleavage. 350,000 compounds, 0.28% hits. AID 485290, 2010; also: nearly all actives have a fitted effect of over 40% in size
Target sequence (Q9NUW8 whole entry, looked up): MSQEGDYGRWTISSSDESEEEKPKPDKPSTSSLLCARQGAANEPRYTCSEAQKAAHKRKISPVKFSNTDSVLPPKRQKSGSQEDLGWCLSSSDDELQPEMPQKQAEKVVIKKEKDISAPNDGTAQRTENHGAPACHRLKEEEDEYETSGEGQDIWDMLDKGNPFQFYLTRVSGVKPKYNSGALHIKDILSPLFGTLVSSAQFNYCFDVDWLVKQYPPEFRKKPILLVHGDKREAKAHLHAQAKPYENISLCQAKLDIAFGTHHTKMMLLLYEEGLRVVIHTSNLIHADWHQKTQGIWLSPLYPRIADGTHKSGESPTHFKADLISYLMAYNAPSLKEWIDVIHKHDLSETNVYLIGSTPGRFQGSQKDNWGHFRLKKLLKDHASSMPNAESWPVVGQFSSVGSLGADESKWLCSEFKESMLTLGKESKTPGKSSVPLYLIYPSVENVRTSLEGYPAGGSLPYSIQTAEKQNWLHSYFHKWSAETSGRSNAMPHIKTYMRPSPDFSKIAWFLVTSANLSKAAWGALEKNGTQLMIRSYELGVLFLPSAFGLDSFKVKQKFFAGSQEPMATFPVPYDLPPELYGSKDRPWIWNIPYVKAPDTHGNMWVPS
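Tdp1 1 nM final; 15 min RT w/ cpd; substrate 15 nM, 5 min; beads 10 ug/ml, 10 min; AlphaScreen read. Neg ctrl: no enzyme.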
* = called active by the depositor; & = joins results of further samples; [ ] = dose if it differs, or a comment. Calls follow the shape of the dose curve; as a rule, active = well fitted curve in the direction sought with a large enough effect; inconclusive = small, poorly fitted or top-dose-only effect, or another doubt; inactive = no such curve, though single readings can be large; an effect the other way counts as inactive or inconclusive. Unless noted, % is scaled to controls: 0 for no effect and ±100 for the full control effect; potency is read from the fitted curve at half-maximal effect. This is a subset. The share of hits here may be higher or lower than overall.

For Cc1cc(S(=O)(=O)N2CCOCC2)ccc1OCC(=O)Nc1ccccc1C(F)(F)F the results were N370S GC mod -5% and DT40 TDP1 no CPT -10%.
`Cc1c(C(=O)N2CCc3ccccc32)oc2c1C(=O)CC(C)(C)C2` gave N370S GC mod -1%, DT40 TDP1 no CPT -27% and TDP1 inh 4%.
For CN1CCN(S(=O)(=O)c2ccccc2)C(c2ccccc2)C1 (configuration not stated) the results were DT40 TDP1 no CPT -1% and TDP1 inh 1%.
For Cc1cccc(N2C(=N)SCC2=O)c1C the results were N370S GC mod 1%, DT40 TDP1 no CPT 3% and TDP1 inh 1%.
Screening COc1ccc(Cn2ccnc2)cc1[N+](=O)[O-] returned N370S GC mod 0%, DT40 TDP1 no CPT 3% and TDP1 inh 5%.
For COc1cc2c(C(F)(F)F)c(-c3ccc(C#N)cc3)oc(=O)c2cc1OC the results were DT40 TDP1 no CPT -2% and TDP1 inh 1%.
Screening COc1ccc(-n2c(=O)c3ccc(C(=O)NCc4ccc(C)cc4)cc3n(CC(=O)Nc3ccc(C)cc3)c2=O)cc1 returned DT40 TDP1 no CPT 21µM* and TDP1 inh 0%.
For CN(C)/C=N/c1nc2nccc(-c3cccc(Cl)c3)n2n1 the results were N370S GC mod 9%, DT40 TDP1 no CPT -4% and TDP1 inh 3%.
Cc1noc(C)c1S(=O)(=O)N1CCCC(C(=O)NCC2CCCO2)C1 (configuration not stated) was read as N370S GC mod -11%, DT40 TDP1 no CPT -5% and TDP1 inh -4%.
`CCN(c1ccccc1)S(=O)(=O)c1ccc(C(=O)Nc2cc(C)ccn2)cc1` gave DT40 TDP1 no CPT 18µM* and TDP1 inh 1%.
For Cc1ccc2c(c1)[C@@H]1[C@H](CO2)[C@H](c2ccccc2)[C@@]2(C)C(=O)N[C@H](C)C(=O)N12 the results were DT40 TDP1 no CPT -11% and TDP1 inh 1%.
For CN(C)c1ccc(C(CNC(=O)c2ccccc2Br)c2c[nH]c3ccccc23)cc1 (configuration not stated) the results were N370S GC mod inconclusive, DT40 TDP1 no CPT -12% and TDP1 inh -3%.
CCOC(=O)CN1C(=O)C(=O)N(Cc2cccc(C)c2)C1=O was read as N370S GC mod -14% and DT40 TDP1 no CPT -2%.
COC(=O)C1=C(C)N(Cc2ccccc2)C(=O)N[C@H]1c1ccco1 was read as N370S GC mod 8%[12.8 µM], DT40 TDP1 no CPT 1% and TDP1 inh 18%[12.3 µM].
CC(=O)Nc1cc2ccc(OC(C)=O)cc2oc1=O was read as N370S GC mod inconclusive, DT40 TDP1 no CPT -20% and TDP1 inh 0%.
Screening Cc1ccc(OCCN2CCOCC2)cc1C returned N370S GC mod -2%, DT40 TDP1 no CPT -3% and TDP1 inh 3%.
`Cc1cccc(C(=O)NCCc2nc3ccccc3n2CCC(C)C)c1` gave DT40 TDP1 no CPT inconclusive and TDP1 inh 5%.
CCOC(=O)N1CCN(C(=O)CCCCn2c(=S)[nH]c3ccsc3c2=O)CC1 was read as N370S GC mod 12%, DT40 TDP1 no CPT inconclusive and TDP1 inh -1%.
CC(C)Cn1c(=O)[nH]c(=O)c2c(C(F)(F)F)cc(-c3ccccc3)nc21 was read as N370S GC mod inconclusive and DT40 TDP1 no CPT inconclusive.
For COc1ccc(C)cc1NC(=O)CN1CCCC1c1ccc2c(c1)OCCCO2 (configuration not stated) the results were DT40 TDP1 no CPT inconclusive and TDP1 inh 0%.
`N#Cc1ccc(C23CC4(C2)[C@H](CN(Cc2ccc(C(F)(F)F)cc2)[C@@H]4c2ccccc2)C3c2ccc(Cl)nc2)cc1` (some centres not stated) gave N370S GC mod -1%&-19% and TDP1 inh 6%&-1%.
For O=C(NC1CCCCCC1)C(Cc1ccccc1)n1cccc1 (configuration not stated) the results were N370S GC mod 5%, DT40 TDP1 no CPT inconclusive and TDP1 inh 4%.
For COc1ccc(N2CCN(S(=O)(=O)CCNC(=O)c3ccc(C(F)(F)F)cc3)CC2)cc1 the results were DT40 TDP1 no CPT -25% and TDP1 inh 1%.
`COc1ccc([C@H]2CC(=O)C=C(c3ccc(O)cc3)C2)cc1OC` gave DT40 TDP1 no CPT 21µM* and TDP1 inh 4%.
COc1cc(C(=O)N2CCC(C(=O)Nc3cccc(C(C)=O)c3)CC2)cc(OC)c1OC was read as N370S GC mod 2%, DT40 TDP1 no CPT inconclusive and TDP1 inh 5%.
Cc1nc(NC(=O)c2ccccc2)sc1Cc1ccc2c(c1)OCO2 was read as N370S GC mod 16%, DT40 TDP1 no CPT inconclusive and TDP1 inh 2%.
For CCCSc1nc(O)c(C2OC(=O)c3c2ccc(OC)c3OC)c(=O)n1-c1ccccc1 (configuration not stated) the results were N370S GC mod 7%, DT40 TDP1 no CPT -11% and TDP1 inh -2%.
Screening CCOC(=O)c1ccc(NC(=O)Cn2nnc(-c3ccc(F)cc3)n2)cc1 returned N370S GC mod -8%, DT40 TDP1 no CPT -15% and TDP1 inh 2%.
`CN1CCN(C(=O)c2ccc(C(C)(C)C)cc2)CC1` gave N370S GC mod 1%, DT40 TDP1 no CPT -1% and TDP1 inh 3%.
Screening CC(=O)N1c2ccccc2C2CCCC[C@@H]21 (some centres not stated) returned DT40 TDP1 no CPT -28% and TDP1 inh 0%.
Cc1ccc(NC(=O)Cc2c(O)c3ccccc3[nH]c2=O)c(C)c1 was read as N370S GC mod -7%, DT40 TDP1 no CPT -4% and TDP1 inh 0%.
Screening COc1ccc(-c2nn(-c3ccccc3)cc2N)cc1 returned N370S GC mod -9%, DT40 TDP1 no CPT -20% and TDP1 inh 7%.
For Cc1ccc[n+](CC(=O)/C=C2\N(C)c3ccccc3C2(C)C)c1 the results were N370S GC mod -7%, DT40 TDP1 no CPT 1.6µM* and TDP1 inh 0%.
Screening Cc1ccccc1Cn1cnc2c(cnn2C(C)(C)C)c1=O returned N370S GC mod 3%, DT40 TDP1 no CPT inconclusive and TDP1 inh -4%.
Screening O=C(O)CNS(=O)(=O)c1ccc(C2CCCCC2)cc1 returned N370S GC mod -2%, DT40 TDP1 no CPT -9% and TDP1 inh -3%.
CCCCC(=O)NC(=S)NNC(=O)c1ccc(OC)cc1 was read as N370S GC mod 2%, DT40 TDP1 no CPT 3.3µM* and TDP1 inh 5%.
For CSc1ccccc1C(=O)N(C)C(c1ccccc1)c1ccccc1 the results were N370S GC mod 2%, DT40 TDP1 no CPT inconclusive and TDP1 inh 11%.
For CSc1nnc(C)c(/C=C/Nc2ccc(F)cc2)n1 the results were N370S GC mod 6%, DT40 TDP1 no CPT -23% and TDP1 inh 3%.
Screening CCN(CC)CC(=O)N1N=C(c2cccs2)CC1c1ccco1 (configuration not stated) returned DT40 TDP1 no CPT -9% and TDP1 inh 2%.
`CCC(C)N(C(=O)COc1ccc(NC(C)=O)cc1)C1CCS(=O)(=O)C1` (configuration not stated) gave N370S GC mod -1%, DT40 TDP1 no CPT -7% and TDP1 inh 2%.
`CCCCn1c(SCC(=O)c2ccccc2)nc2c1c(=O)[nH]c(=O)n2C` gave N370S GC mod 9%, DT40 TDP1 no CPT inconclusive and TDP1 inh 2%.
For COc1ccc(-c2csc(N(CCCN3CCOCC3)C(=O)c3ccco3)n2)cc1 the results were N370S GC mod -7%[2.35 µM], DT40 TDP1 no CPT 16µM* and TDP1 inh 6%.
`Clc1ccc(-c2[nH]ncc2N=Nc2ccccc2)cc1` gave N370S GC mod -10% and DT40 TDP1 no CPT inconclusive.
Screening CCn1c(SCC(=O)N2CCCC2)nc2ccccc2c1=O returned N370S GC mod -2%, DT40 TDP1 no CPT -16% and TDP1 inh 4%.
`COc1ccc(S(=O)(=O)Nc2ccccn2)c(C)c1C` gave N370S GC mod 7%, DT40 TDP1 no CPT -17% and TDP1 inh 2%.
Screening CN1CCN(C(CNC(=O)c2ccc(Br)o2)c2ccc(F)cc2)CC1 (configuration not stated) returned N370S GC mod -18% and DT40 TDP1 no CPT -8%.
Screening O=C(Nc1nc(-c2ccccc2)cs1)C1COc2ccccc2O1 (configuration not stated) returned N370S GC mod 1%, DT40 TDP1 no CPT inconclusive and TDP1 inh 5%.
COc1ccc(N2CSC3=C(C#N)C(c4cccc(OC)c4OC)CC(=O)N3C2)cc1 (configuration not stated) was read as N370S GC mod -6%, DT40 TDP1 no CPT inconclusive and TDP1 inh 7%.
Screening Cc1nc(C)n(CC(O)COc2ccc(C(=O)c3ccccc3)cc2)n1 (configuration not stated) returned N370S GC mod 6%, DT40 TDP1 no CPT inconclusive and TDP1 inh 5%.
For CCOC(=O)c1c(/N=C/c2cccc(C)c2O)sc2c1CCN(C)C2 the results were N370S GC mod -1%, DT40 TDP1 no CPT inconclusive and TDP1 inh 1%.
For COc1cc(C(=S)N2CCCCC2)ccc1OCC(=O)Nc1ccccc1Cl the results were N370S GC mod 2%, DT40 TDP1 no CPT 23µM* and TDP1 inh 5%.
`CNC(=O)COc1coc(CN2CCN(c3ccc(F)cc3)CC2)cc1=O` gave N370S GC mod -3%, DT40 TDP1 no CPT 26% and TDP1 inh 1%.
`CCOc1ccc2nc(NS(=O)(=O)c3ccc(NC(C)=O)cc3)sc2c1` gave N370S GC mod -5%, DT40 TDP1 no CPT -17% and TDP1 inh 5%.
For Cc1csc(OCC(=O)Nc2ccc(C)c(C)c2)n1 the results were N370S GC mod -10%, DT40 TDP1 no CPT -3% and TDP1 inh 6%.
For Cc1ccccc1OCC(=O)OCC(=O)c1ccc(-c2ccccc2)cc1 the results were N370S GC mod 2%, DT40 TDP1 no CPT 4% and TDP1 inh 3%.
For COc1ccc(-c2nnc3c4ccccc4c(-c4ccccc4)nn23)cc1 the results were DT40 TDP1 no CPT 0% and TDP1 inh 4%.
O=C(Nc1ccc(C(=O)N2CCN(c3ccccc3)CC2)cc1)c1nsc2ccccc12 was read as DT40 TDP1 no CPT inconclusive and TDP1 inh 5%.
`CCc1ccc(/C=N/NC(=O)C(=O)NCCCN2CCOCC2)cc1` gave N370S GC mod 5%, DT40 TDP1 no CPT -18% and TDP1 inh 3%.
`O=[N+]([O-])c1ccc(/C=N/Nc2nc(N3CCCCCC3)nc(N3CCCCCC3)n2)o1` gave N370S GC mod 2%, DT40 TDP1 no CPT inconclusive and TDP1 inh 5%[56.1 µM].
Screening CCc1nn(C(C)C(=O)NC(C)CCc2ccco2)c(=O)c2cc3occc3n12 (configuration not stated) returned N370S GC mod 4%, DT40 TDP1 no CPT -24% and TDP1 inh 4%.

Ordered by formula weight (ascending): 6 of the compounds above.
For Cc1cccc(N2C(=N)SCC2=O)c1C the results were N370S GC mod 1%, DT40 TDP1 no CPT 3% and TDP1 inh 1%.
Screening COc1ccc(-c2nn(-c3ccccc3)cc2N)cc1 returned N370S GC mod -9%, DT40 TDP1 no CPT -20% and TDP1 inh 7%.
For O=C(NC1CCCCCC1)C(Cc1ccccc1)n1cccc1 (configuration not stated) the results were N370S GC mod 5%, DT40 TDP1 no CPT inconclusive and TDP1 inh 4%.
Screening O=C(Nc1nc(-c2ccccc2)cs1)C1COc2ccccc2O1 (configuration not stated) returned N370S GC mod 1%, DT40 TDP1 no CPT inconclusive and TDP1 inh 5%.
For CCOC(=O)c1c(/N=C/c2cccc(C)c2O)sc2c1CCN(C)C2 the results were N370S GC mod -1%, DT40 TDP1 no CPT inconclusive and TDP1 inh 1%.
For Cc1ccc2c(c1)[C@@H]1[C@H](CO2)[C@H](c2ccccc2)[C@@]2(C)C(=O)N[C@H](C)C(=O)N12 the results were DT40 TDP1 no CPT -11% and TDP1 inh 1%.

Looked up by structure from the entries so far, 2 records:
Cc1nc(NC(=O)c2ccccc2)sc1Cc1ccc2c(c1)OCO2 was read as N370S GC mod 16%, DT40 TDP1 no CPT inconclusive and TDP1 inh 2%.
Screening CCc1nn(C(C)C(=O)NC(C)CCc2ccco2)c(=O)c2cc3occc3n12 (configuration not stated) returned N370S GC mod 4%, DT40 TDP1 no CPT -24% and TDP1 inh 4%.

More entries follow.
For Cc1cc(C)nc(SCC(=O)c2ccc(F)c(C)c2)n1 the results were N370S GC mod -3% and DT40 TDP1 no CPT 1%.
Cc1ccc(NC(=O)CN2CCN(S(=O)(=O)c3cccs3)CC2)cc1S(=O)(=O)N(C)C was read as N370S GC mod 2%, DT40 TDP1 no CPT inconclusive and TDP1 inh -2%.
O=C1N(CC(=O)N2CCc3ccccc32)CCN1Cc1ccccc1Cl was read as N370S GC mod 13%, DT40 TDP1 no CPT inconclusive and TDP1 inh 3%.
For Cc1nc2ncnn2c(C)c1CCC(=O)N1CCN(c2ccc(F)cc2)CC1 the results were DT40 TDP1 no CPT -22% and TDP1 inh 3%.
For Cc1ccc(NC(=O)C2CC(=O)N/C(=N/N=C/c3ccco3)S2)cc1C (configuration not stated) the results were N370S GC mod -4%, DT40 TDP1 no CPT 8% and TDP1 inh 3%.
Cc1noc(C)c1COc1ccc(C(=O)OCC(=O)Nc2ccc(S(N)(=O)=O)cc2)cc1 was read as DT40 TDP1 no CPT 16µM* and TDP1 inh 1%.
`Cc1ccccc1C(=O)NC(=S)NCC1CCCO1` (configuration not stated) gave N370S GC mod 3%, DT40 TDP1 no CPT -23% and TDP1 inh 0%.
